Assay outcomes (PubChem BioAssay)
D1 PAM: Potentiators of Human D1 Dopamine Receptor: qHTS; 360,000 tested, 0.036% active; potentiation, % at 10 µM; D(1A) dopamine receptor (Homo sapiens), P21728; HEK293 TREx D1 cells, calcium flux, dopamine EC20 potentiation; in the data active = potentiation above about 30%; also: 0% is about no effect
Target sequence (P21728 whole entry, looked up): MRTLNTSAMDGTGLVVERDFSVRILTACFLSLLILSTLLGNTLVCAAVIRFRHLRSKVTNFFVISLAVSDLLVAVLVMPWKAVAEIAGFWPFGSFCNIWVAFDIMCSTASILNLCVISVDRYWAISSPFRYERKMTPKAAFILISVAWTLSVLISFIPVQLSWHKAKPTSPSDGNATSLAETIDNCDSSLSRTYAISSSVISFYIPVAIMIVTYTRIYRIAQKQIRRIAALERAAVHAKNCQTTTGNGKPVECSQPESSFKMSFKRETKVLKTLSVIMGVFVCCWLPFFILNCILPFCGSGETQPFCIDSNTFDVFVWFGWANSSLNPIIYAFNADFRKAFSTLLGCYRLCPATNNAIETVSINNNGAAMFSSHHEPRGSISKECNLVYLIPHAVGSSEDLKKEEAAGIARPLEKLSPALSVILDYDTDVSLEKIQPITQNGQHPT
D1 antag: Antagonist of Human D 1 Dopamine Receptor: qHTS; D(1A) dopamine receptor (Homo sapiens), P21728; HEK293 TREx D1 cells, calcium flux, dopamine EC80; stronger effect = lower value; activity change, negative = inhibition, % at 10 µM; 360,000 tested, 3.2% active; AID 504652, 2011; in the data active = activity change below about -30%; also: % is scaled to controls: 0 for no effect and ±100 for the full control effect
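Tetracycline-induced HEK293 T-REx cells with force-coupled D1 receptor were loaded with a no-wash calcium dye. Compound was added after a 10 s baseline and read kinetically for 180 s; EC80 dopamine was then added and calcium flux followed another 180 s.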
D1 agonist: Allosteric Agonists of the Human D1 Dopamine Receptor: qHTS. activation, % at 2 µM. D(1A) dopamine receptor (Homo sapiens), P21728. 360,000 tested, 1% active. HEK293 T-REx D1 cells, calcium flux, agonist mode; in the data active = activation above about 30%; also: 0% is about no effect
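Tetracycline-induced HEK293 TREx D1 cells, force-coupled to calcium signalling, were dye-loaded with a no-wash calcium kit. Compound was pin-added after a 10 s baseline. Fluorescence was read kinetically at 1 cycle/s for 180 s, with calcium rises flagged as agonism.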
LDHA block: qHTS assay for inhibitors of human lactate dehydrogenase; purified LDHA, NADH/diaphorase-resazurin fluorescence; stronger effect = lower value; activity change, % (values are at about 110 or 230 µM); 480,000 tested, 0.15% active; in the data active = activity change below about -30%; inconclusive = mostly about -25% to -30%;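 also: plate controls were DMSO wells for no effect and wells without enzyme for full effect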
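LDH5 2 nM; NADH 0.06 mM, pyruvate 0.2 mM; 200 mM Tris pH 7.4, EDTA, Tween-20; 5 min RT. Detection: diaphorase 0.133 mg/mL + resazurin 37 µM, fluorescence ex540/em590 at 0 and 20 min; normalized to enzyme-free and DMSO wells.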
Glioma ERSR ind: qHTS for Inducers of the Endoplasmic Reticulum Stress Response (ERSR) in Human Glioma: qHTS; U87-MG GRP78 promoter luciferase reporter, 16 h; Potency, µM, for inactives: at the top dose activation, hits mostly activators; 420,000 tested, 0.02% active; AID 602332, 2012; also: potency is read from the fitted curve at half-maximal effect; series mostly up to about 76 µM; % of control where 0% means no effect; nearly all actives have a fitted effect of over 35% in size
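Stably transfected U87-MG glioma cells carrying a GRP78-based luciferase sensor; 16 h compound incubation. Luminescence end-point read 10 min after Bright-Glo addition at room temperature.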
Vif-A3G inh: qHTS for Inhibitors of Vif-A3G Interactions: qHTS | DNA dC->dU-editing enzyme APOBEC-3G (Homo sapiens), Q9HC16 | HeLa A3G-eYFP + Vif (tagged APOBEC3G with the HIV-1 protein that degrades it), YFP fluorescence, overnight | Potency, µM (doses to about 46.1 µM), for the others: at the top dose activity, negative = active, actives largely listed as inhibitors | 410,000 tested, 0.076% active | AID 602310, 2012;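 also: potency is read from the fitted curve at half-maximal effect; % is scaled to controls: 0 for no effect and ±100 for the full control effect; nearly all actives have a fitted effect of over 60% in size; hits raise eYFP signal because A3G escapes Vif-driven loss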
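HeLa cells stably expressing Vif and C-terminally eYFP-tagged A3G, seeded overnight at 37 deg C, then exposed to compound by pintool overnight at 37 deg C. Rise in yellow fluorescence (Ex 488/Em 500-530, Acumen) marks blocked Vif-driven A3G degradation.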
RXFP1 ag: qHTS Assay for Agonists of the Relaxin Receptor RXFP1; HEK293T-RXFP1 cAMP TR-FRET, 30 min; response scale: percent of porcine relaxin response, buffer zero; Potency, µM (doses to about 57.5 µM), for inactives: top-dose activation, actives largely listed as activators; 370,000 tested, 0.3% active; AID 2676, 2010; also: potency is read from the fitted curve at half-maximal effect; % is scaled to controls: 0 for no effect and ±100 for the full control effect; nearly all actives have a fitted effect of over 60% in size; many of its hits are not listed in these tables
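cAMP rise read by TR-FRET after 30 min, 37C compound exposure (up to 58 uM) in RXFP1-transfected HEK293 cells with Ro 20174 present. EC50 from Hill-equation fits, with 29 nM porcine relaxin as 100% and buffer as basal.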
Vif-APOBEC3F blk: qHTS for Inhibitors of Vif-A3F Interactions: qHTS | HeLa A3F-eYFP + Vif (tagged APOBEC3F with the HIV-1 protein that degrades it), YFP fluorescence increase | 390,000 tested, 0.2% active | Potency, µM (doses to about 46.1 µM), for the others: at the highest dose activity, negative = active; also: potency is read from the fitted curve at half-maximal effect; % of control where 0% means no effect; nearly all actives have a fitted effect of over 65% in size
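HeLa cells stably expressing Vif plus C-terminally eYFP-tagged A3F were seeded, incubated overnight at 37 deg C, dosed with compound, incubated overnight again at 37 deg C. Yellow fluorescence (Ex 488/Em 500-530) reported blocked Vif-mediated A3F-eYFP degradation.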
D2 PAM: HTS Assay for Positive Allosteric Modulators of the Human D2 Dopamine Receptor: Primary Screen for Potentiators. HEK293 T-REx D2, calcium flux, EC20 dopamine potentiation. potentiation, % at 10 µM. 340,000 tested, 0.34% active;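 active = potentiation over 3 SD above the plate norm, cut at about 30% in these data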; also: 0% is about no effect
Target sequence (P14416 whole entry, looked up): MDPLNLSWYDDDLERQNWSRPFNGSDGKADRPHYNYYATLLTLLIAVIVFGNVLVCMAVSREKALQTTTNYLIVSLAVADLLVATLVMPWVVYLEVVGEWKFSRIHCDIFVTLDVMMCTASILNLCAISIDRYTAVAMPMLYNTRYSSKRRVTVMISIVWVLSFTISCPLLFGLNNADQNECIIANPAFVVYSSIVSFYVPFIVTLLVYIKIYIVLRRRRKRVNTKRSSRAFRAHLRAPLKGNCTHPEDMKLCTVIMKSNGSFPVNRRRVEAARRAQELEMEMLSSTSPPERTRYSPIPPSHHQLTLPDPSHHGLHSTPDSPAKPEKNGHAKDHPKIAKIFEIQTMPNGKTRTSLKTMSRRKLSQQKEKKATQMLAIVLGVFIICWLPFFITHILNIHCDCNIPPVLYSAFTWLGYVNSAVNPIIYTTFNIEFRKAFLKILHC
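Calcium flux readout, no-wash dye, 1 read/s. Inducible HEK293 Trex D2 line, overnight 30 C. Compound alone 180 s (agonist flags), then EC20 dopamine, another 180 s to score potentiation.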
Starred values were filed as active, the others as inactive; ? = inconclusive; . = no result given; & = joins results of further samples. Unless noted, calls follow the shape of the dose curve; as a rule, active = well fitted curve in the direction sought with a large enough effect; inconclusive = small, poorly fitted or top-dose-only effect, or another doubt; inactive = no such curve, though single readings can be large; an effect the other way counts as inactive or inconclusive.

SMILES	D1 PAM	D1 antag	D1 agonist	LDHA block	Glioma ERSR ind	Vif-A3G inh	RXFP1 ag	Vif-APOBEC3F blk	D2 PAM
Cn1c(=O)c2c(SCC(=O)NCCc3ccccc3)nc(C3CC3)nc2n(C)c1=O	-1	4	2	-7	-6%	1%	3.8%	1%	2
CCCc1nc2sc3c(=O)n(N)cnc3c2c2c1CCCC2	-4	13	2	-6	-3%	0%	0.7%	3%	-4
Nc1nccc(-c2ccc(-n3cnc4ccccc43)cc2)n1	0	-22	2	-3	0%	2%	1.6%	11%	4
C=CCn1c(SCC(=O)Nc2c(C)n(C)n(-c3ccccc3)c2=O)nnc1-c1cccnc1	.	.	.	3	0%	0%	.	0%	.
COc1ccc(NC(=O)CSc2cn[nH]n2)c(OC)c1	-7	-12	-1	-10&-6	3%	0%	3.9%	-5%	.
COc1cccc(NC(=O)CN2C(=O)C(=O)N(C3CCCC3)C2=O)c1	.	.	.	-4	-3%	2%	.	-7%	.
COc1ccc(NC(=O)c2ccccc2)c([N+](=O)[O-])c1	4	-2	-4	-1	9%	-7%	-0.3%	1%	.
CN(CC(=O)Nc1ccccc1Cl)C(=O)COC(=O)c1cc([N+](=O)[O-])ccc1N1CCOCC1	-2	26	3	-7	-4%	-1%	-2.6%	7%	-9
CCc1cccc(C)c1NC(=O)CSc1nc(-c2ccccc2F)nc2nc[nH]c12	-2	0	5	-4	-3%	-6%	?	-3%	2
CCN(CC)CCNC(=O)C1CCC(=O)N1CCc1ccccc1 (stereo not given)	1	6	1	-8	-2%	0%	0.2%	-4%	12

Reformatted as labelled records: entries from further up.
C=CCn1c(SCC(=O)Nc2c(C)n(C)n(-c3ccccc3)c2=O)nnc1-c1cccnc1
  D1 PAM: .	D1 antag: .	D1 agonist: .	LDHA block: 3	Glioma ERSR ind: 0%	Vif-A3G inh: 0%	RXFP1 ag: .	Vif-APOBEC3F blk: 0%	D2 PAM: .
COc1ccc(NC(=O)c2ccccc2)c([N+](=O)[O-])c1
  D1 PAM: 4	D1 antag: -2	D1 agonist: -4	LDHA block: -1	Glioma ERSR ind: 9%	Vif-A3G inh: -7%	RXFP1 ag: -0.3%	Vif-APOBEC3F blk: 1%	D2 PAM: .

More compounds
SMILES	D1 PAM	D1 antag	D1 agonist	LDHA block	Glioma ERSR ind	Vif-A3G inh	RXFP1 ag	Vif-APOBEC3F blk	D2 PAM
NC(=O)Cc1nc(-c2ccc([N+](=O)[O-])cc2)cs1	2	-27	0	-3	-3%	0%	0.5%	-26%	.
Cn1c(=O)c2c(SCC(=O)Nc3ccccc3C(F)(F)F)nc(C3CCCC3)nc2n(C)c1=O	7	6	0	-1	-4%	-2%	0.0%	4%	11
CCN(CC)CCC(=O)NN	-7	-4	6	-1	-6%	-5%	0.1%	13%	-6
CCCC(=O)Nc1ccc(C(=O)N/N=C2\CC(=O)CC(C)(C)C2)cc1	-3	2	2	5	-5%	0%	-0.5%	0%	-12
CCN(CC)CCCn1c2c(c(SCC(=O)Nc3nc(C)cs3)nc1=O)CCC2	1	4	4	-4	-4%	0%	1.8%	2%	-4
O=C(O)c1ccc2c(c1)C(=O)N([C@@H](C(=O)O)C(c1ccccc1)c1ccccc1)C2=O	1	-8	3	.	.	.	1.3%	.	.
Cc1cccc(/C=C(\C(=O)C(=O)O)c2ccc3ccccc3n2)c1	-9	-10	7	4	8%	-7%	2.8%	-11%	1
CC(C)C(NC(=O)OCc1ccccc1)C(=O)OCC(=O)NCc1ccco1 (stereo not given)	-6	2	2	5	4%	-1%	-0.4%	-1%	-4
CCCn1c(=O)c2ccccc2n2c(SCC(=O)c3ccccc3)nnc12	-5	5	0	0	3%	-4%	3.0%	3%	14
COc1ccc(-n2nc([N+](=O)[O-])c(=NCc3cccnc3)n2O)cc1	1	-7	1	9	0%	-2%	5.7%	-20%	-3
O=C(Cn1cc[n+](Cc2ccccc2)c1)c1ccc([N+](=O)[O-])cc1	-1	-7	5	0	-2%	1%	-1.5%	-8%	-11
Cc1ccc(N2C(=O)NC(NC(=O)c3ccc(Cl)cc3)(C(F)(F)F)C2=O)cc1 (stereo not given)	-1	3	-1	-3	-5%	-4%	7.1%	-9%	-13
CCOc1ccc(-c2cc(CCCC(=O)NCCc3ccccc3)no2)cc1	-1	-10	10	-2	-11%	-9%	1.1%	-9%	25
O=C1CC(N2CCC(Cc3ccccc3)CC2)C(=O)N1CCc1ccccc1 (stereo not given)	-3	-14	15	1	0%	-1%	1.3%	-18%	-8
O=C(CN1CCN(Cc2ccccc2Cl)C1=O)NC1CCCCCCC1	1	-6	1	5	-2%	0%	-0.1%	-12%	0
Cc1cc(C)cc(N(CC(=O)Nc2ccccc2)C2=NC3CS(=O)(=O)CC3S2)c1 (stereo not given)	1	-6	15	-9	-5%	-13%	0.8%	3%	1
CC(C)(C)NC(=O)Cn1c(SCC(=O)NCc2cccs2)nc2ccccc21	-2	17	2	-6	-2%	5%	1.0%	-10%	8
O=S(=O)(N1CCCCC1)N1CCN(CC(O)COc2ccc3cc(Br)ccc3c2)CC1 (stereo not given)	-3	5	3	3	-5%	2%	23%	-4%	-6
O=C(CN1CCN(c2ccccc2)CC1)Nc1ccc(F)cc1	4	-3	0	-5	-6%	1%	18%	-18%	-11
COc1cccc(/C=N/n2c(-c3cc(C)[nH]n3)n[nH]c2=S)c1OC	-1	15	-1	-10	-4%	-3%	0.0%	10%	-1
CCOC(=O)c1cc(S(=O)(=O)Nc2ccccc2)[nH]n1	3	8	5	3	-1%	2%	13%	-8%	11
Cc1ccc(N=c2sc(C)c(C)n2C)cc1	0	3	-1	-2	3%	0%	-0.1%	1%	7
CC(C)CCSc1nc2c(c(=O)[nH]c(=O)n2C)n1CCc1ccccc1	-1	-2	0	-1	-3%	2%	-0.8%	6%	-3
COc1ccc(NC(=O)CS(=O)(=O)Cc2ccccc2)c([N+](=O)[O-])c1	0	7	4	-5	4%	3%	-3.1%	-17%	1
CN(C)/C=N/c1ncc(C(=O)c2ccc(Cl)cc2)s1	-3	-15	3	-5	1%	0%	4.7%	4%	-11
O=C(NCCCn1ccnc1)c1csc2ccccc12	2	-4	0	-9	-2%	3%	0.6%	2%	3
COc1cc(OC)cc(C(=O)N2CCN(Cc3ccccc3[N+](=O)[O-])CC2)c1	-3	6	0	-19	0%	-4%	-2.8%	-12%	17
COc1ccc(CNC(=O)C(c2ccc(O)cc2)N(Cc2ccco2)C(=O)c2snc(C(N)=O)c2N)cc1 (stereo not given)	-4	7	3	-2	-4%	0%	-1.1%	7%	-8
CCOc1ccc2nc(NC(=O)Nc3cccs3)sc2c1	-5	-8	4	-7	3%	1%	2.9%	4%	6
Cn1c(NCCN)nc2c1c(=O)n(Cc1ccccc1)c(=O)n2C	0	2	-1	-14	-2%	0%	-0.3%	1%	1
c1ccc(CN(Cc2ccccc2)c2ncnc3c2nnn3Cc2ccccc2)cc1	-5	7	8	-4	-3%	0%	-0.3%	-1%	.
COc1ccc(C2c3c(oc4ccccc4c3=O)C(=O)N2Cc2ccncc2)cc1 (stereo not given)	-9	-7	1	.	.	.	-3.0%	.	0
COc1ccc(CN2C(=O)C(CC(=O)NCCCN(C)C)CC(C(=O)N(C(C)C)C(C)C)=C2C)cc1 (stereo not given)	.	.	.	-1	-5%	0%	.	-4%	.
CN(C(=O)c1ccco1)c1nc(-c2ccc(F)cc2)cs1	-4	6	1	-5	4%	-3%	3.9%	0%	-5
O=C(Cc1c(Cl)cccc1Cl)Nc1cccc(S(=O)(=O)N2CCOCC2)c1	-1	-17	5	-6	-5%	0%	1.5%	3%	.
Clc1ccc(Cl)c(-c2nn3c(COc4ccccc4)nnc3s2)c1	3	-1	1	-2	2%	1%	0.2%	0%	-3
CCOC(=O)C1=C2SCCN2C(=O)C(C#N)C1(C)C (stereo not given)	-4	-1	3	-8	-3%	0%	0.6%	0%	-3
O=C(Cc1csc(NC(=O)Nc2cccc(Cl)c2)n1)NCc1cccnc1	-8	-2	2	-2	1%	-4%	0.7%	8%	-9
COc1cccc(NC(=O)C2CCCO2)c1 (stereo not given)	-5	-10	1	0	-3%	-1%	0.2%	1%	2
O=C(COC(=O)c1ccccc1SCC(=O)N1CCCC1)NC1CCCCC1	-8	10	1	-4	-4%	0%	0.8%	2%	-12
Cc1ccc(NC(=O)COC(=O)[C@H](C)NC(N)=O)c(C)c1	-1	-3	4	-5	-2%	-1%	2.1%	-2%	-1
COC(=O)c1c(NC(=O)CCCOc2ccccc2C)sc2c1CCC(C)C2 (stereo not given)	-3	0	6	1	-3%	4%	0.7%	-5%	-6
COc1cccc(NC(=S)NN=C2CCC(C(C)(C)C)CC2)c1 (stereo not given)	2	-13	2	1	-1%	0%	2.1%	?	-6
CCOc1cc(S(=O)(=O)Nc2ccc(CC)cc2)ccc1Cl	-4	.	18	7	3%	-8%	2.9%	-5%	14
C/C(=N/O)c1c(O)c(C)c(-c2ccccc2)n(-c2ccccc2)c1=O	-2	0	-1	1	0%	1%	1.2%	-3%	9
O=C(Cn1cc(SCc2cccc(Cl)c2)c2ccccc21)N1CCCCC1	-2	5	3	1	-2%	-1%	4.0%	2%	1
Cc1ccc(N(CCCCN2C(=O)c3ccccc3C2=O)C(=O)c2ccc(Cl)s2)cc1	-8	-15	0	-6	-1%	4%	-1.3%	-13%	6
COc1ccc(-c2nnc(SCC(=O)N(Cc3ccccc3)C(C)(C)C)o2)cc1OC	-6	1	14	-7	-3%	2%	4.6%	-7%	19
CCc1c(C)c2cc(Cl)c(O)c(CN3CCCC3)c2oc1=O	-2	-1	1	5	-1%	-2%	25%	15%	-7

An excerpt; rates above refer to the full screens.
